Assay outcomes as filed in PubChem.
esBAF inh: blocks esBAF chromatin remodeling in mouse ES cells; Bmi1-luciferase knock-in reporter, 24 h; 100% = twice the neutral-well signal; reporter increase, % at 12.5 µM; AID 602393; 350,000 tested, 2% active; in the data active means activation above about 40%;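 further: 0% = median of the plate's neutral control wells and 100% = double that signal; a rise in the Bmi1 reporter signal indicates esBAF inhibition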
CFTR F508del cor: correctors of CFTR F508del function in bronchial epithelial cells; CFBE cells, YFP halide quenching; stimulated with forskolin plus potentiator P3; % fluorescence drop versus neutral controls; activity (quench increase), % at 7.58 µM; 350,000 tested, 0.36% active;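 active means mean added fluorescence quench of at least 8% versus neutral control, with both replicates also reaching 8%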;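 further: cells transiently co-express mutant CFTR-F508del with the halide-sensitive YFP; corrector assay measuring rescue of mutant channel to the surface after 24 h compound exposure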
ERAP1 inh: inhibitors of human ERAP1 aminopeptidase. AID 652197. inhibition, % at 10.7 µM. recombinant ERAP1, Leu-AMC fluorescence, 60 min. 340,000 tested, 0.15% active. Q9NZ08;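 active means mean replicate inhibition of at least 30%, or all replicates individually reaching that 30% level; inactive means mean below 30% and not every replicate reaching it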;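 further: 0% = neutral control wells and 100% = L-leucinethiol positive control wells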
ARNT-TACC3 inh: ARNT/TACC3 interaction disruption; Q9Y6A5; AlphaScreen His-ARNT PAS-B/GST-TACC3 binding, luminescence; TACC3 fragment carries E629A point mutation; inhibition, % at 9.99 µM; 390,000 tested, 0.66% active; AID 623870;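 active means mean inhibition of replicates at least 50% and at least half of replicates each reaching 50%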;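 further: 0% = complete ARNT plus TACC3 wells and 100% = ARNT alone without TACC3; many hits fall short of the cut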
RAD54 inh: blocks human RAD54 Holliday junction branch migration. Q92698. FAM/BHQ fluorescence. inhibition, % at 10.4 µM. 360,000 tested, 0.14% active;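 active means mean normalized replicate activity at least 40 and at least half of replicates scoring 40 or more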;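 further: 0% = median of neutral control wells and 100% = median of positive control wells; inhibitors cause a drop in the FAM fluorescence signal; in these data hits start at about 50%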
Target sequence (Q92698 whole entry, looked up): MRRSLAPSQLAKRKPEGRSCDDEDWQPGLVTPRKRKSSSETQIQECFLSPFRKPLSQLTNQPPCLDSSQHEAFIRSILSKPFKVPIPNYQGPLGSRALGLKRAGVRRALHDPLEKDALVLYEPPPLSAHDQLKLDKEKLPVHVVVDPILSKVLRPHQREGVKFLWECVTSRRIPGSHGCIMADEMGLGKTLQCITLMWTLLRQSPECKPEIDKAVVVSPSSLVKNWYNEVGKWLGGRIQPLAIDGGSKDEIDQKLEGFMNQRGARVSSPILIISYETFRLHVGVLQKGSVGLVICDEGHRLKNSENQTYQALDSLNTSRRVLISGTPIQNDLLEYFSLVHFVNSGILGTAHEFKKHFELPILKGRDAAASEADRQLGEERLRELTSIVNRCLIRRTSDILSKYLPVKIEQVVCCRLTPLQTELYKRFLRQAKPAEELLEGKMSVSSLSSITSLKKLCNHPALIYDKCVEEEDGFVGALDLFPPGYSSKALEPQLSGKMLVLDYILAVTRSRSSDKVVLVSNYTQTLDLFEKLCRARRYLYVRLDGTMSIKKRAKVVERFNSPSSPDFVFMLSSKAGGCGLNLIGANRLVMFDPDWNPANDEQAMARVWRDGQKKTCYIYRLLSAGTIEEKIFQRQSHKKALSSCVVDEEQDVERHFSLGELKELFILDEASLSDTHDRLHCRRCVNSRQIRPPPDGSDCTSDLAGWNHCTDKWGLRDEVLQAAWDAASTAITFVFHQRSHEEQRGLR
GSIS activator: GLuc luminescence reporter in INS-1E cells, primary screen for activators of glucose-dependent secretion of insulin; activation, % at 16.6 µM; 370,000 tested, 0.61% active; INS-1E GLuc reporter insulin secretion, 2-3 h; AID 743287;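 active means lowest replicate activation of at least 40%, so every replicate reaches that level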;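 further: 0% = median of neutral control wells and 100% = median of IBMX positive control wells; some compounds called inactive have numbers as strong as hits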
RAD52 inh: inhibitors of human RAD52 DNA annealing. recombinant RAD52 DNA annealing, FRET fluorescence. P43351. inhibition, % at 18.7 µM. 360,000 tested, 0.46% active;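 active means every replicate showing at least 50% inhibition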
Xi reactivation: activators of X-chromosome reactivation in mouse fibroblasts. 360,000 tested, 0.055% active. XiGFP mouse fibroblasts, % GFP-positive cells imaging, 3 d; cells co-treated with 5-aza-dC sensitizer; scaled so ellipticine positive control = 100%. activation, % at 7.58 µM;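 active means mean normalized replicate activation at least 10% and every replicate at or above 10%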;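 further: 0% = median of on-plate neutral control wells and 100% = ellipticine 6 µM median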
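Assay system – SV40-immortalized XiGFP fibroblast cells, line 68-5-11 · Buffer or medium – DMEM supplemented with 5-aza-dC as sensitizing agent · Dosing – one concentration, pinned · Benchmarks – positive control ellipticine, 6 µM final · Times – 3 days compound exposure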
An asterisk follows results filed as active; / = not tested or not shown; & = joins results of further samples.

The opening 16 compounds (preview)
SMILES	esBAF inh	CFTR F508del cor	ERAP1 inh	ARNT-TACC3 inh	RAD54 inh	GSIS activator	RAD52 inh	Xi reactivation
CCO[C@H]1OC(C(=O)NCc2nc3ccccc3[nH]2)=C[C@@H](c2cn(C(C)=O)c3ccccc23)[C@@H]1CCCO	8	-0.2&0.6	-2	-4&0	-9&-9	-16	25	0.1
Cc1ccc(-c2ccc([C@H]3[C@@H](CO)N4C(=O)CN(C(=O)Nc5ccc(F)cc5)C[C@H]34)cc2)cc1	/	0.7	0	/	/	-31	-14	-0.1
CC(C)CN1C=C2C(=O)C(C)(OC(=O)C3CCCC3)C(=O)C=C2C=C1c1ccsc1 (centres undefined)	-4	-1.3	-1	2	-6	-1	-27	0.0
Cc1ccc(CS(=O)(=O)Cc2ccc(C(=O)NC3CCCC3)o2)cc1	2	-0.8	-2	-5	-3	5	-11	0.9
CC(C)NC(=O)c1ccc(COc2ccc(C(C)(C)C)cc2)o1	34	-0.8	-2	12	-2	-24	-12	0.0
O=C(NC1CCCC1)C(c1ccco1)N1CCC(O)(c2ccc(Cl)cc2)CC1 (centres undefined)	/	-1.9	-3	/	/	-6	0	0.2
Cc1ccc(C(C)C)c(OCCCN2CCc3ccccc3C2)c1	2	3.6	3	-10	-7	27	34	0.3
COCCNC(=O)CN(C(=O)CCC(=O)Nc1ccccn1)c1ccc(C)cc1C	4	-0.3	6	-10	-3	-1	-9	0.1
CCOC(=O)C1CCCN(S(=O)(=O)c2ccc(Br)c(OC)c2)C1 (centres undefined)	-1	/	/	-7	0	-2	/	/
COc1ccc(NC(=O)CSc2nc(C3CC3)nc3ccccc23)cc1	12	1.9	4	1	3	0	-13	0.2
CCCCCCNC1=NCCS1	/	0.2	-1	-9	/	-4	-4	0.1
O=C1CCc2cc(NS(=O)(=O)c3ccc(F)cc3)cc3c2N1CC3	/	2.0	-4	7	/	36	-4	0.0
Cc1noc(C)c1NC(=O)NCC[C@H]1CC[C@@H](NC(=O)Nc2cccc(Cl)c2)[C@H](CO)O1	5	-1.4	-5	-9	-5	0	2	0.0
CCOC1=C2CN(S(=O)(=O)c3ccc(C)cc3)[C@H](c3cccs3)C[C@H]2[C@H]2C(=O)N(c3ccccc3)C(=O)[C@H]2C1	-2	-0.6	/	/	-4	-2	-14	0.0
O=C(O)Cn1c(Cc2ccccc2)nc2ccccc21	0	-1.2	-5	-6	-7	-5	-16	0.0
Cc1ccc(-c2csc(NC(=O)CSc3nc4ccccc4[nH]3)n2)cc1	18	/	/	0	/	-25	/	-0.1

Results, repeating the preview:
SMILES	esBAF inh	CFTR F508del cor	ERAP1 inh	ARNT-TACC3 inh	RAD54 inh	GSIS activator	RAD52 inh	Xi reactivation
CCO[C@H]1OC(C(=O)NCc2nc3ccccc3[nH]2)=C[C@@H](c2cn(C(C)=O)c3ccccc23)[C@@H]1CCCO	8	-0.2&0.6	-2	-4&0	-9&-9	-16	25	0.1
Cc1ccc(-c2ccc([C@H]3[C@@H](CO)N4C(=O)CN(C(=O)Nc5ccc(F)cc5)C[C@H]34)cc2)cc1	/	0.7	0	/	/	-31	-14	-0.1
CC(C)CN1C=C2C(=O)C(C)(OC(=O)C3CCCC3)C(=O)C=C2C=C1c1ccsc1 (centres undefined)	-4	-1.3	-1	2	-6	-1	-27	0.0
Cc1ccc(CS(=O)(=O)Cc2ccc(C(=O)NC3CCCC3)o2)cc1	2	-0.8	-2	-5	-3	5	-11	0.9
CC(C)NC(=O)c1ccc(COc2ccc(C(C)(C)C)cc2)o1	34	-0.8	-2	12	-2	-24	-12	0.0
O=C(NC1CCCC1)C(c1ccco1)N1CCC(O)(c2ccc(Cl)cc2)CC1 (centres undefined)	/	-1.9	-3	/	/	-6	0	0.2
Cc1ccc(C(C)C)c(OCCCN2CCc3ccccc3C2)c1	2	3.6	3	-10	-7	27	34	0.3
COCCNC(=O)CN(C(=O)CCC(=O)Nc1ccccn1)c1ccc(C)cc1C	4	-0.3	6	-10	-3	-1	-9	0.1
CCOC(=O)C1CCCN(S(=O)(=O)c2ccc(Br)c(OC)c2)C1 (centres undefined)	-1	/	/	-7	0	-2	/	/
COc1ccc(NC(=O)CSc2nc(C3CC3)nc3ccccc23)cc1	12	1.9	4	1	3	0	-13	0.2
CCCCCCNC1=NCCS1	/	0.2	-1	-9	/	-4	-4	0.1
O=C1CCc2cc(NS(=O)(=O)c3ccc(F)cc3)cc3c2N1CC3	/	2.0	-4	7	/	36	-4	0.0
Cc1noc(C)c1NC(=O)NCC[C@H]1CC[C@@H](NC(=O)Nc2cccc(Cl)c2)[C@H](CO)O1	5	-1.4	-5	-9	-5	0	2	0.0
CCOC1=C2CN(S(=O)(=O)c3ccc(C)cc3)[C@H](c3cccs3)C[C@H]2[C@H]2C(=O)N(c3ccccc3)C(=O)[C@H]2C1	-2	-0.6	/	/	-4	-2	-14	0.0
O=C(O)Cn1c(Cc2ccccc2)nc2ccccc21	0	-1.2	-5	-6	-7	-5	-16	0.0
Cc1ccc(-c2csc(NC(=O)CSc3nc4ccccc4[nH]3)n2)cc1	18	/	/	0	/	-25	/	-0.1
CCOC(=O)c1c(-c2ccccc2)c(C(C)=O)c(=O)n(C)c1C	-1	0.0	/	/	8	8	-14	0.3
CCN(CC)CCOC(=O)c1ccc(Cl)cc1Cl	/	4.0	-4	-8	/	-12	-11	0.4
CC1CCCCC1NC(=O)CN1C(=O)c2cccc(N)c2C1=O (centres undefined)	/	1.1	-1	-3	/	2	-24	0.4
NCCOc1ccc(C2CCCCC2)cc1	/	-2.2	12	0	/	4	-3	-0.1

Compounds from the list above containing an aryl methoxy group:
SMILES	esBAF inh	CFTR F508del cor	ERAP1 inh	ARNT-TACC3 inh	RAD54 inh	GSIS activator	RAD52 inh	Xi reactivation
CCOC(=O)C1CCCN(S(=O)(=O)c2ccc(Br)c(OC)c2)C1 (centres undefined)	-1	/	/	-7	0	-2	/	/
COc1ccc(NC(=O)CSc2nc(C3CC3)nc3ccccc23)cc1	12	1.9	4	1	3	0	-13	0.2

Following part:
SMILES	esBAF inh	CFTR F508del cor	ERAP1 inh	ARNT-TACC3 inh	RAD54 inh	GSIS activator	RAD52 inh	Xi reactivation
COc1ccc2[nH]c3c(c2c1)CCN1C(=O)C(CC(=O)NCCCN(C)C)C[C@H](C(=O)N2CCOCC2)[C@@]31CCC1CCCC1 (some centres undefined)	4	-1.9	/	0	11	0	4	0.0
O=C(O)CCCNS(=O)(=O)/C=C/c1ccccc1	/	/	-2	/	/	7	-3	-0.1
C[C@@H]1CCCCO[C@@H](CN(C)S(=O)(=O)c2ccc(F)cc2)[C@@H](C)CN([C@H](C)CO)C(=O)c2cc(NC(=O)Nc3ccc4c(c3)OCO4)ccc2O1	-4	-2.3	0	0	-5	4	1	0.3
O=C(O)C[C@H]1C=C[C@@H](NC(=O)c2ccncc2)[C@H](CO)O1	-1	1.2	-1	-17	-4	24	-6	-0.5
O=C(NNC(=O)C1CCN(S(=O)(=O)c2cccc(C(F)(F)F)c2)CC1)C1CC1	/	0.0	0	-12	/	-2	-14	0.0
Cn1c(=O)c2c(nc(Sc3ncccn3)n2Cc2ccccc2Cl)n(C)c1=O	2	-0.8	5	-10	-3	/	5	/
N#C[C@@H]1[C@@H](c2ccccc2)[C@@H](CO)N1C(=O)Cc1ccccn1	-1	-2.1	1	13	18	4	-35	0.0
O=C(Cc1cccs1)Nc1ccc2c(c1)C(=O)OC2	1	-5.5	-3	-3	/	8	-10	/
COc1ccc(CCNC(=O)CO/N=C/c2cc3c(cc2Br)OCO3)cc1OC	-5	0.8	4	3	-2	-9	-10	-0.1
CCCCCOc1cccc(C2C(C(=O)c3cccs3)=C(O)C(=O)N2CCN2CCOCC2)c1 (centres undefined)	/	0.7	-1	3	/	-7	-20	0.3
Cc1ccc(CS(=O)(=O)CCC(=O)NCCC2=CCCCC2)cc1	/	-1.2	-1	-22	/	4	-12	0.1
Cc1ccc(-c2cc(=O)c3cc(F)ccc3[nH]2)cc1	25	3.2	2	-4	-2	9	-7	0.0
CC1CCCC(C)N1CCNC(=O)Cn1nc(-c2ccccc2)ccc1=O (centres undefined)	-3	2.6	-2	0	3	11	-3	/
CC(C)CC1C(=O)N(Cc2cn(CCC3OCCO3)nn2)CCS(=O)(=O)N1Cc1ccc(-c2ccccc2)cc1 (centres undefined)	-3	-2.1	12	/	3	-6	-11	0.1
COc1ccc(CCNS(=O)(=O)c2ccc(Br)s2)cc1	2	0.7	-2	/	-7	-17	-25	0.2
O=C(O)C1Nc2c(O)cccc2C2C=CCC12 (centres undefined)	/	-1.4	-4	75*	/	4	-3	0.0
CCOC(=O)C(Cc1ccc(OC)c([N+](=O)[O-])c1)NC(=O)CCC(=O)Nc1ccc(OC)cc1 (centres undefined)	/	0.8	-2	/	/	23	1	0.0
Cc1c(C(=O)NCc2ccco2)sc2nc(-c3ccccc3)cn12	48*	0.8	2	-1	-3	/	-26	0.0
CCc1cccc(C)c1NC(=O)c1ccc2c(c1)CCN2S(C)(=O)=O	1	0.0	2	-7	4	3	-10	0.1
CCN(CCn1cccn1)C(=O)CCc1nnc(C2(c3ccc(Cl)cc3)CCC2)o1	/	-2.8	-2	-9	/	5	-13	0.4
CC(C)[C@H](NC(=O)c1ccco1)C(=O)OCC(=O)c1ccc2c(c1)NC(=O)CO2	/	2.7	1	/	/	-4	-26	0.1
CN(CC(=O)Nc1ccccc1C(F)(F)F)C(=O)CCc1nc2ccccc2c(=O)[nH]1	32	3.1	1	/	9	14	-14	0.3
CCC(C)[C@H]1CNC(=O)C(=O)N1CCCCC1CCCCC1 (some centres undefined)	/	0.8	1	/	/	-48	-2	-0.2
COC(=O)c1cc(C)sc1NC(=O)CCc1ccccc1	1	-1.2	-5	-9	17	4	-9	0.1
COc1cc2c(cc1OC)C(c1cc3ccc(C)cc3[nH]c1=O)N(C(=O)c1ccco1)CC2 (centres undefined)	0	2.6	-1	/	3	-44	2	0.1
COc1ccc(NS(=O)(=O)c2ccc3c(c2)oc(=O)n3C)c(OC)c1	2	-0.3	-2	-3	5	8	0	0.2
Cc1ccc(-c2csc(/C=C3/SC(C)C(=O)N3CC(=O)Nc3ccccc3F)n2)cc1 (centres undefined)	/	-2.9	0	-2	/	/	-9	0.0
O=C(c1cnccn1)N1CC[C@@H]2[C@H]1c1cc(-c3ccccc3F)ccc1N[C@@H]2CO	-2	1.7	1	0	2	-9	-115	0.0
Cn1ccnc1SCC(=O)c1ccc(OC(F)F)cc1	37	-1.6	-2	11	-11	-16	-17	0.4
C[C@@H]1CN([C@@H](C)CO)C(=O)c2cc(Br)cnc2O[C@H]1CN(C)Cc1ccccc1	-5	2.7	2	5	-1	17	13	-1.0
O=C(CSCc1cc(=O)n2ccsc2n1)Nc1ccc(F)cc1	2	-1.7	3	1	16	2	-8	-0.1
COc1ccc(N/C=C/C(=O)c2ccc(OC)c(OC)c2)cc1	25	2.0	/	-1	-2	16	-38	0.1
O=C(CN1C(=O)NC(c2ccccc2)(c2ccccc2)C1=O)NCCc1ccc(F)cc1	/	2.0	0	2	/	-37	-69	-0.1
CCOC(=O)CCNC(=O)Nc1cc2nc(C)n(Cc3cccc(Cl)c3)c2nc1C	-9	-1.3	-3	-1	-8	2	-16	0.1
O=C(CN1CCN(CC(=O)Nc2ccccc2Cl)CC1)Nc1ccc(F)c(F)c1	7	-2.9	-3	-2	-4	-19	-21	0.3
